MsrA act: bovine MsrA enzyme activators, primary screen, biochemical, absorbance, HTS; Methionine sulfoxide reductase A (Bos taurus); purified bovine MsrA, absorbance read-out; activation, % at 10.6 µM; 0.3% of 360,000 active; AID 602163, 2012; in the data active = activation above about 7.5%;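 note: 0% = vehicle and 100% = reference activator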
Scp-1 inhibitor: Scp-1 phosphatase inhibitors, primary screen, biochemical, colorimetric, uHTS; inhibition, % at 20 µM; Carboxy-terminal domain RNA polymerase II polypeptide A small phosphatase 1 (Homo …; 0.88% of 340,000 active; Recombinant Scp1, phosphopeptide, malachite green phosphate absorbance;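 active = inhibition above about 50% at 20 µM, limit read from the data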;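 note: plate controls were DMSO wells with enzyme for no effect and wells lacking enzyme for full effect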
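System: truncated SCP-1 phosphatase (76-261aa); medium: Tris acetate buffer pH 5.5 with MgCl2 and Tween-20; incubation: 45 min room-temperature reaction, 5 min colour, 30 min stabiliser; compound: single 20 µM dose, 1% DMSO; reagent: Phosphorylated 17-residue peptide substrate; read-out: % inhibition at 20 µM; technique: colorimetric free-phosphate detection, absorbance 630 nm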
LMPTP block: LMPTP phosphatase inhibitors, primary screen, biochemical, fluorescence intensity, uHTS; Low molecular weight phosphotyrosine protein phosphatase (Homo sapiens), P24666; recombinant LMPTP-A, OMFP fluorogenic substrate; inhibition, % at 20 µM; 0.22% of 360,000 active;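 active = compounds that cut the enzyme signal by at least half of the control window in the single-dose screen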;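 note: plate controls were DMSO wells with enzyme plus substrate for no effect and substrate without enzyme for full effect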
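Test system: LMPTP-A phosphatase enzyme; input: 0.625 nM LMPTP-A final; reagent: OMFP substrate, 400 µM final; compound dosing: 20 µM single dose, 3% DMSO; incubation: 50 min dark incubation at room temperature; measured by: endpoint fluorescence intensity from OMFP dephosphorylation; measure: % inhibition relative to no-enzyme and uninhibited control wells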
Tb MetRS inh: T. brucei MetRS inhibitors, primary screen, biochemical, luminescence; purified T. brucei MetRS, ATP depletion, Kinase-Glo luminescence; inhibition, % at 11.9 µM; 0.4% of 360,000 active; AID 624268, 2012;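 active = inhibition above a per-plate cutoff of the control wells' mean inhibition plus 3 SD, cut at about 5.5% in these data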;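 note: 0% = DMSO wells median and 100% = median of wells with control inhibitor compound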
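Material: parasite MetRS enzyme / Replication: singlicate, one well per compound / Signal: luminescence of leftover ATP / Schedule: 2 h aminoacylation at 25 °C after 15 min preincubation / Medium: HEPES-MgCl2-KCl buffer plus DTT, spermine, BSA, pyrophosphatase / Doses: 11.9 µM single point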
eLon inh: inhibitors of E. coli Lon protease, primary screen, biochemical, fluorescence polarization; purified E. coli Lon protease; inhibition, % at 7.94 µM; 0.42% of 360,000 active; AID 602123, 2011; in the data active = inhibition above about 13%, passing the limit was not always enough;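 note: 0% = enzyme with probe and DMSO and 100% = no enzyme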
STEP inh: STEP phosphatase inhibitors, primary screen, biochemical, fluorescence intensity, uHTS. recombinant STEP, OMFP fluorogenic substrate. Tyrosine-protein phosphatase non-receptor type 5 (Homo sapiens), P54829. AID 588621, 2011. 0.25% of 360,000 active. inhibition, % at 20 µM;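 active = inhibition at 20 µM, scaled per plate between control wells, above about 37%, limit read from the data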;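 note: 0% = DMSO with enzyme and substrate and 100% = substrate only without enzyme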
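Material: STEP (striatal-enriched tyrosine phosphatase) enzyme, cell-free; Compound dosing: 20 µM single dose in 1% DMSO; Technique: fluorescence read at 480 nm ex / 540 nm em; Times: reaction 20 min, ambient temperature; Medium: 50 mM Bis-Tris pH 6.0 with 2.5 mM DTT and 0.005% Tween 20; Also added: OMFP at 25 µM.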
MsrA inhibitor: bovine MsrA enzyme inhibitors, primary screen, biochemical, absorbance, HTS. purified bovine MsrA, absorbance read-out. inhibition, % at 15.5 µM. 0.75% of 360,000 active; in the data active = inhibition above about 4.5%;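 note: 0% = vehicle wells with enzyme and 100% = reference inhibitor wells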
SUMO1 PPI mod: modulators of SUMO1 protein-protein interactions, primary screen, biochemical, uHTS. Small ubiquitin-related modifier 1 (Homo sapiens), P63165. SUMO1 binding to a labelled peptide, TR-FRET, 1 h. inhibition, % at 20 µM. 0.33% of 360,000 active; in the data active = inhibition above about 37%
Target sequence (P63165 whole entry, looked up): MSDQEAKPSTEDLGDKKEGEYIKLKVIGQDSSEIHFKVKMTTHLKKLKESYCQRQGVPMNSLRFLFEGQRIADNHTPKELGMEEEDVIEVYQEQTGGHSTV
CendR NRP1 mod: modulators of CendR peptide binding to NRP-1, primary screen, biochemical, fluorescence polarization, uHTS; Neuropilin-1 (Homo sapiens), O14786; FAM-RPARPAR peptide binding to NRP-1; inhibition, % at 25 µM; 0.85% of 360,000 active; AID 602438, 2012;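 active = inhibition or corrected inhibition above about 18%, plus a signal ratio from 0.5 to 1.5, limit read from the data, passing the limit was not always enough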; note: strong numbers were not always called active
Target sequence (O14786 whole entry, looked up): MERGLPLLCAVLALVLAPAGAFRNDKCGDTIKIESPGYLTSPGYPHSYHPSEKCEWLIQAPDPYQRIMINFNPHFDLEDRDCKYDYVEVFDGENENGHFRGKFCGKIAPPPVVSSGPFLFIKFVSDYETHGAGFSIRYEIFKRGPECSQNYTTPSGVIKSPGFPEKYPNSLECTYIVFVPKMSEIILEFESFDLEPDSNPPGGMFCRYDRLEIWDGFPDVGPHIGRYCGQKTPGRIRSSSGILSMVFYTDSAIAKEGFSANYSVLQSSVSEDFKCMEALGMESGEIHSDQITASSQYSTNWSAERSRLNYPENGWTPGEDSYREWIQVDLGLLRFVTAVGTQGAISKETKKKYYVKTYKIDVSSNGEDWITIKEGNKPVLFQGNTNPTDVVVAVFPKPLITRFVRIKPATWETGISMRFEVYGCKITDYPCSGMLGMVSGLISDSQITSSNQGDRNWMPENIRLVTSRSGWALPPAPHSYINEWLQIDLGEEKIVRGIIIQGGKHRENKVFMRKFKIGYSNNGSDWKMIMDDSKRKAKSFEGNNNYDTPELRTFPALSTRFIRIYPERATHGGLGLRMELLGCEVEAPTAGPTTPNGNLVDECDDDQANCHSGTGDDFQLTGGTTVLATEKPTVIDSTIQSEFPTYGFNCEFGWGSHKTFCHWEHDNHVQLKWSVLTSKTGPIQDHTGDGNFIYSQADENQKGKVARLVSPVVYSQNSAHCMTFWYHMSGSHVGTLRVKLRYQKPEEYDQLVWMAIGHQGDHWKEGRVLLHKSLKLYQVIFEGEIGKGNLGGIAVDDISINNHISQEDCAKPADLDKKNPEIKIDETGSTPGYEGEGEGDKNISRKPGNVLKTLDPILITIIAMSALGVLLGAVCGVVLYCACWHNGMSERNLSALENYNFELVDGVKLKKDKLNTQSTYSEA
DNMT1 block: human DNMT1 methyltransferase inhibitors, primary screen, biochemical, molecular beacon, fluorescence, HinP1I cleavage, uHTS; DNA (cytosine-5)-methyltransferase 1 (Homo sapiens), P26358; inhibition (reported as % activation of signal), % at 10 µM; 0.83% of 360,000 active; in the data active = inhibition above about 50%
Starred values were filed as active, the others as inactive; · = not tested or not shown.

MsrA act	Scp-1 inhibitor	LMPTP block	Tb MetRS inh	eLon inh	STEP inh	MsrA inhibitor	SUMO1 PPI mod	CendR NRP1 mod	DNMT1 block	SMILES
-2	-11	-1.3	-0.5	-8	-1	0.4	3	-3	2	CN1CCC(=NNC(=O)C(=O)NCc2ccccc2)CC1
-2	4	-0.3	-0.8	5	0	0.0	3	-4	1	OC[C@H]1OC(O)[C@@H](O)[C@@H](O)[C@@H]1O (stereo partly drawn)
-4	-5	-1.2	0.8	1	1	0.4	-5	7	-2	CCN(CC)C(=O)Cc1c(O)c2ccccc2[nH]c1=O
-2	-5	-0.8	-0.4	-1	1	-0.3	-2	13	-1	CC(C)Cc1nnc(NC(=O)CCC(=O)N2CCN(c3ccccc3F)CC2)s1
-1	-2	1.2	0.0	2	2	0.7	-2	-5	-2	C=CCn1c(SCC(=O)NC(=O)NC2CCCC2)nnc1C1CCCCC1
-1	-1	-0.8	0.1	11	1	2.1	7	-18	0	Cc1cc(=O)oc2c(C)c(OCC(=O)NCCc3ccc(S(N)(=O)=O)cc3)ccc12
-5	-6	-2.8	-0.2	-2	-1	-0.6	-1	5	0	Cc1noc(C)c1C(=O)Nc1ccc(F)cc1F
2	-6	-0.6	-0.5	4	0	2.2	-5	13	-2	CCCS(=O)(=O)c1c(S(=O)(=O)CCC)c2ccc(C(N)=O)cn2c1C(=O)c1ccc(F)cc1
-4	1	1.6	1.1	-2	4	1.9	-9	-4	-8	COc1cccc(C2CC(c3ccc(Br)cc3)=NN2C(=O)c2ccncc2)c1OC (stereo not drawn)
-2	0	4.1	4.8	-9	0	0.0	-7	10	-11	O=C(NCc1nc2ccccc2[nH]1)C1=C[C@H](C2CCCCC2)C[C@H](OCc2ccc(CO)cc2)O1
-12	1	0.0	-1.0	6	0	4.6*	-19	-2	6	Clc1cccc(-c2ccc(/C=N/n3cnnc3)o2)c1
-3	-4	-0.9	0.2	-3	-6	-0.6	0	-3	0	NC(=O)COC(=O)c1ccc(Cl)c(S(=O)(=O)N2CCCCCC2)c1
-3	-3	-1.7	-0.3	-3	0	-1.2	-1	-11	2	CCOCc1nnc(NC(=O)COc2ccc3c(c2)OCO3)s1
-5	7	-1.6	0.0	-10	-2	0.1	-3	0	-3	O=C(NNC(=O)c1ccncc1)Nc1ccc(Cl)cc1
-5	-10	-1.4	-1.5	-13	-2	-0.4	-3	8	-2	COCCn1c(CN2CCC(Cc3ccccc3)CC2)nc2c1c(=O)n(C)c(=O)n2C
-7	-3	-1.4	-0.5	10	0	-1.2	1	8	1	CCCCOc1ccc(C(=O)NCC(=O)N2CCN(C(=O)c3ccco3)CC2)cc1
-3	-7	-0.9	-0.4	0	0	-0.3	8	-10	2	O=C(COC(=O)CNC(=O)c1ccccc1F)Nc1ccc2c(c1)OCO2
-2	-6	-1.5	-1.4	-1	-5	-0.7	0	-8	2	CC1(C)C(N(O)C(=O)Nc2ccccc2)N(c2cccc(Cl)c2)C(=O)N1O (stereo not drawn)
-2	-10	3.0	-0.4	3	1	-0.2	-1	-1	3	FC(F)(F)c1ccc(Oc2ccc3ccccc3c2Br)nc1
-5	-3	-1.1	-0.2	-2	-3	4.3	-16	40*	2	COc1ccc(C2=CC(=O)CCC2)cc1
-2	-3	-1.6	0.2	-2	3	0.9	4	-1	-3	O=C(NNc1nc2ccccc2s1)C1CC1
-4	-6	2.7	-0.2	4	0	-1.3	0	5	-3	C=CCc1ccc(OCCCCOc2ccc(C(=O)O)cc2)c(OC)c1
0	-11	-2.3	0.4	-7	3	1.9	3	-2	0	Cc1ccc(Cn2c(C)c3cnn(CC(=O)NCCN4CCOCC4)c(=O)c3c2C)cc1
-7	·	-2.1	-1.4	6	1	1.8	0	12	4	CCC1(C)CC(C#N)(C#N)C(=O)NC1=O (stereo not drawn)
-3	8	2.2	-0.7	-10	7	2.5	-36	-1	1	Cc1nnc2sc(-c3ccc(N(C)C)cc3)nn2c1=O
-2	0	-1.0	-0.2	-14	0	-0.1	-26	15	-7	CC(NCCN(C)C)C1CCC2C3CCc4cc(O)ccc4C3CCC12C (stereo not drawn)
-1	41	-1.6	-0.1	-3	1	0.6	4	-2	4	CCOC(=O)N1CCN(c2nc(C)c3c(n2)CCCC3=O)CC1
-1	5	-0.9	0.2	11	-1	·	-2	7	2	COC(=O)NNC(=O)c1cccc(C)c1
-3	5	-0.9	-0.3	-15	0	-0.7	-4	-1	4	O=C1CCCCC1Nc1ccc(Cl)cc1 (stereo not drawn)
-2	1	-5.4	0.0	-4	2	-0.5	-8	9	-2	Cc1c(C)n(CCCN(C)C)c2ncnc(NC3CCCCC3)c12
-11	5	1.3	-2.9	8	-1	0.0	-2	4	6	COc1ccc(C(O)(C(=O)NNc2ccc(C)cc2)c2cccs2)cc1 (stereo not drawn)
-4	-2	-0.5	-0.3	4	0	0.6	-5	-32	1	COc1cc(C(=O)N[C@H](C(=O)Nc2nnc(C3CC3)s2)C(C)C)cc(OC)c1OC
-5	-7	0.2	-0.2	0	-2	-0.9	-3	11	3	Cc1occc1C(=O)N1CCCC(Nc2ccc(F)c(F)c2)C1 (stereo not drawn)
-1	2	-1.5	0.1	-12	-1	-0.3	2	-4	5	C=CCn1c(SCc2ccc(C#N)cc2)nnc1-c1ccccc1
-2	-4	-5.1	-0.3	-8	1	-0.8	-32	2	5	CCC(=O)N1CC2(CC(c3cccc([N+](=O)[O-])c3)=NO2)C[C@H]1C(=O)NCC(N)=O (stereo partly drawn)
-3	-6	-0.2	0.2	3	1	-0.5	6	-7	-5	O=C(CN1CC[C@@]2(O)CCCC[C@H]2[C@@H]1c1ccc(F)cc1)NCc1ccco1
-2	-8	-0.5	-1.5	1	2	-0.6	3	13	1	CCOc1ccc(NC(=S)N(CCOC)C2CCN(C(C)C)CC2)cc1
-4	-10	0.8	-1.3	4	6	-0.4	-6	2	-8	O=[N+]([O-])c1ccccc1S(=O)(=O)NCCSc1ccccc1
0	-3	1.1	-0.8	-11	2	0.1	3	-1	2	CCCC(=O)N(Cc1cc(=O)[nH]c2ccccc12)c1ccccc1C
-1	-10	1.5	-0.3	-6	-2	-1.2	4	-4	1	Cc1cccc(OCc2nc(C#N)c(NCc3ccc4c(c3)OCO4)o2)c1

Results in Tb MetRS inh (two entries from above):
mol | Tb MetRS inh
C=CCn1c(SCc2ccc(C#N)cc2)nnc1-c1ccccc1 | 0.1
CCC(=O)N1CC2(CC(c3cccc([N+](=O)[O-])c3)=NO2)C[C@H]1C(=O)NCC(N)=O (stereo partly drawn) | -0.3

Going on with the list:
MsrA act	Scp-1 inhibitor	LMPTP block	Tb MetRS inh	eLon inh	STEP inh	MsrA inhibitor	SUMO1 PPI mod	CendR NRP1 mod	DNMT1 block	SMILES
-4	-13	-1.3	-0.8	-5	-2	0.1	-3	-9	-5	Cc1ccc(C)c(-n2nnnc2SCC(=O)Nc2c(C)n(C)n(-c3ccccc3)c2=O)c1
-1	1	1.7	0.4	9	1	·	0	-22	47	O=C(Cc1csc(Nc2nc(=S)[nH]c3ccccc23)n1)NCc1ccc(Cl)cc1
-3	-8	-0.4	-1.2	-13	-2	0.6	-8	8	2	O=C(CNC1=NCCC1)c1ccc2c(c1)OCCO2
-5	-10	-0.1	-0.2	4	2	0.9	-10	5	3	COc1cc(C)cc(C(=O)C=Cc2ccccc2)c1O
-6	9	0.8	0.6	-5	3	1.7	-6	0	0	O=C(N/N=C/c1ccco1)c1cc(-c2ccc(Cl)s2)[nH]n1
-1	11	0.2	0.1	5	9	0.9	5	2	11	O=c1cc(-c2ccccc2)[nH]n1-c1nc2ccccc2[nH]1
-15	2	-1.0	-1.2	9	-4	-0.2	1	-1	2	CCOc1ccc(Nc2nc3c(c(=O)[nH]2)CCC3)cc1
-3	-7	-0.2	0.4	-4	-2	-0.7	-1	-8	4	C=CCOc1ccc(C=Nc2ccc(Cl)cc2)c(O)c1

Reformatted with values under each structure: 3 of the compounds above
Results follow in this order: MsrA act, Scp-1 inhibitor, LMPTP block, Tb MetRS inh, eLon inh, STEP inh, MsrA inhibitor, SUMO1 PPI mod, CendR NRP1 mod, DNMT1 block
CCN(CC)C(=O)Cc1c(O)c2ccccc2[nH]c1=O
    -4, -5, -1.2, 0.8, 1, 1, 0.4, -5, 7, -2
CCOc1ccc(NC(=S)N(CCOC)C2CCN(C(C)C)CC2)cc1
    -2, -8, -0.5, -1.5, 1, 2, -0.6, 3, 13, 1
C=CCn1c(SCc2ccc(C#N)cc2)nnc1-c1ccccc1
    -1, 2, -1.5, 0.1, -12, -1, -0.3, 2, -4, 5

Other results follow:
MsrA act	Scp-1 inhibitor	LMPTP block	Tb MetRS inh	eLon inh	STEP inh	MsrA inhibitor	SUMO1 PPI mod	CendR NRP1 mod	DNMT1 block	SMILES
-5	-6	-1.3	-0.8	-4	-4	0.7	-1	9	2	N=C1C(=O)OCC1c1ccccc1NC(=O)CN1CCOCC1 (stereo not drawn)
2	-3	1.6	-0.5	0	-2	1.1	0	17	-37	Cc1ccc(C)c(NC(=S)NCc2ccc3[nH]c4c(c3c2)CCCC4)c1
-3	0	-0.2	1.2	0	1	1.5	2	-7	3	CCCCN(C)CCCNC(=O)c1cn(C)c2ccc(S(=O)(=O)N(C)C3CCCCC3)cc2c1=O
-5	-1	-0.6	-0.9	-8	0	-0.9	-3	-2	1	CCCNC(=O)CN1C(=O)NC(c2ccccc2)(c2ccccc2)C1=O
-3	-6	-1.3	-0.1	-2	4	-0.8	-2	-9	-7	COc1c(F)cc2[nH]c3c(c2c1F)CCNC3=O
-4	7	-1.2	-0.3	3	-1	1.3	3	18	1	CC1CN(C(=O)c2ccc(NS(=O)(=O)c3ccc(F)cc3)cc2)CC(C)O1 (stereo not drawn)
-4	0	2.3	-0.2	3	8	1.1	-26	26*	-3	O=C(CCc1ccc(Oc2cc([N+](=O)[O-])cc([N+](=O)[O-])c2)cc1)N1CCCCCC1
-6	2	-0.7	-0.5	2	-4	-0.8	-6	10	1	CC(=O)Nc1ccc(S(=O)(=O)N(C)CC(=O)N/N=C/c2ccncc2)cc1
-1	-8	-0.1	-0.2	3	-1	-0.8	6	9	6	NC(=O)NCCc1ccccc1

Assay outcomes deposited in PubChem by several laboratories.
